# Integrin act MD: activators of alpha7 integrin expression for muscular dystrophy; alpha7betagal myoblasts, beta-gal FDG fluorescence, 48 h; Potency, µM (series often up to 38.3 µM), for the others: top-dose activation, most hits filed as activators; 350,000 compounds, 0.064% hits; AID 624291;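 also: potency is read from the fitted curve at half-maximal effect; 100% = response of the positive control SU9516; nearly all actives have a fitted effect of over 60% in size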
#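 Alpha7betagal+/- myoblasts (passage 13) were plated 16-24 hr, then exposed to compounds (1:260 dilution of DMSO stock) for 48 hours at 37C. After MPER lysis, β-galactosidase reporter activity was read as FDG fluorescence (ex 480/em 540) after 30 minutes.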
# Menin-MLL TR inh: inhibitors of human menin-MLL interaction, mutant MLL peptide; Menin + Texas Red MLL mutant peptide, fluorescence polarization; Potency, µM (highest dose often 61.6 µM), for inactives: at the highest dose FP activity change, negative = inhibition, actives largely listed as inhibitors; O00255; AID 1768; 270,000 compounds, 0.23% hits; active = well fitted inhibition curve with a large enough effect in the polarisation, with a control signal flat, not every such curve was filed as active; inconclusive = small, poorly fitted or top-dose-only effect, or effect the other way, or a change in a side signal; inactive = no such curve, though single readings can be large or run the other way; the % refers to the polarisation; also: potency is read from the fitted curve at half-maximal effect; % of control where 0% means no effect; many of its hits are not listed in these tables
# TCR act: activates T cell receptor signaling | primary human leukocytes, anti-CD3, IL-2 HTRF, 48 h | Potency, µM (doses to about 9.22 µM), for the others: top-dose activation of IL-2 secretion, usual class: activators | 330,000 tested, under 10 active; also: % of control where 0% means no effect
#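 IL-2 produced over 48 hr by a-CD3 bead-stimulated primary human leukocytes exposed to compounds was detected with a homogeneous time-resolved FRET immunoassay, 665nm acceptor signal after 320nm excitation.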
# PTAP TSG101 blk: blocks PTAP/TSG101 interaction to inhibit HIV-1 budding; Q99816; Fluorescence polarization, FITC-PTAP peptide / Tsg101 binding; Potency, µM (doses to about 115 µM), for the others: top-dose activity change, negative = inhibition, hits mostly inhibitors; 340,000 tested, under 10 active; AID 493005; active = well fitted inhibition curve with a large enough effect in the main read-out, with a control signal flat, not every such curve was filed as active; inconclusive = small, poorly fitted or top-dose-only effect, or effect the other way, or a change in a side signal; inactive = no such curve, though single readings can be large or run the other way; also: potency is read from the fitted curve at half-maximal effect; % of control where 0% means no effect
#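 FP read-out: FITC-PTAP peptide, 50 nM final, binding Tsg101 binding domain, 10 uM final; 20 min, r.t.; 10 mM HEPES pH 7.5, 0.15 M NaCl, 0.01% Tween 20, 3 mM EDTA, 0.1 mM TCEP.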
# MBNL1 CUG block: blocks human MBNL1 binding to CUG repeat RNA | AID 2675 | TR-FRET MBNL1-His/biotin-(CUG)12 binding, 665/545 ratio | 280,000 compounds, 0.036% hits | Q9NR56 | Potency, µM (series often up to 57.5 µM), for inactives: top-dose activity change, negative = inhibition, usual class: inhibitors; active = well fitted inhibition curve with a large enough effect in the signal ratio, with a control signal flat, not every such curve was filed as active; inconclusive = small, poorly fitted or top-dose-only effect, or effect the other way, or a change in a side signal; inactive = no such curve, though single readings can be large or run the other way; the % refers to the signal ratio; also: potency is read from the fitted curve at half-maximal effect; % is scaled to controls: 0 for no effect and ±100 for the full control effect
#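 Ratiometric TR-FRET (665 over 545 nm, excitation 340 nm) tracks disruption of MBNL1-His/biotin-(CUG)12 complex after 60 min at room temperature, with compounds at 92 nM to 58 uM final.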
# S-ASM inh: human S-ASM enzyme inhibition. P17405. placental ASM, HMU-PC fluorogenic substrate, 60 min. Potency, µM (top dose mostly 57.5 µM), without a hit: top-dose activity change, negative = inhibition, most hits filed as inhibitors. 340,000 compounds, 0.006% hits; also: potency is read from the fitted curve at half-maximal effect
#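 qHTS format. ASM enzyme prepared from human placenta hydrolyses the fluorogenic substrate HMU-PC0 (9 uM final) over 60 min at 37 °C after a 10 min compound preincubation.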
# A-T KAP1 phos: potential ataxia-telangiectasia treatment; Potency, µM (series often up to 57.5 µM), inactives show at the highest dose activation, usual class: activators; 320,000 compounds, 0.19% hits; […] A-T fibroblasts, KAP-1 phosphorylation AlphaLISA; neocarzinostatin DNA damage 30 min before lysis; AID 485349; also: potency is read from the fitted curve at half-maximal effect; % of control where 0% means no effect; nearly all actives have a fitted effect of over 45% in size
#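 hTERT-immortalized A-T patient fibroblasts ([…]), 500 cells/well in OPTI-MEM, 1% FBS, got compounds for 60 min, then NCS for 30 min at 37C. Lysates were then assayed for phospho-KAP-1 by AlphaLISA (anti-pKAP1 donor, anti-KAP1 acceptor beads), 6 hr at 25C.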
# CXXC DNA block: inhibitors of human MLL CXXC domain-DNA interaction; Q03164; MLL-CXXC / FITC-HOXA9 DNA fluorescence polarization; Potency, µM (series often up to 115 µM), without a hit: at the highest dose activity change, negative = inhibition, actives largely listed as inhibitors; 290,000 compounds, 0.037% hits; AID 2662; active = well fitted inhibition curve with a large enough effect in the polarisation, with a control signal flat, not every such curve was filed as active; inconclusive = small, poorly fitted or top-dose-only effect, or effect the other way, or a change in a side signal; inactive = no such curve, though single readings can be large or run the other way; the % refers to the polarisation; also: potency is read from the fitted curve at half-maximal effect
#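 Fluorescence polarization: 7 uM MLL-CXXC (stock) preincubated 5 min with compounds, then 50 nM fluorescein-HOX-A9 DNA (stock) added; 30 min ambient. Buffer 50 mM Tris-HCl pH 7.5, 50 mM NaCl, 1 mM DTT, 0.05% BSA.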
# Mito fusion act: mitochondrial division inhibition or fusion activation. S. cerevisiae fusion-defective mutant growth rescue, CellTiterGlo 48 h. Potency, µM (doses to about 46.1 µM), for the others: at the highest dose growth rescue (activation), most hits filed as activators. 320,000 compounds, 0.23% hits. AID 485298;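 also: potency is read from the fitted curve at half-maximal effect; % of control where 0% means no effect; nearly all actives have a fitted effect of over 45% in size; temperature-sensitive fusion mutants such as fzo1-1 at 37 °C on non-fermentable ethanol glycerol medium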
#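 Luminescent cell viability in 1536-well qHTS format served as the measure of rescued growth in ts fusion-mutant S. cerevisiae cultured on non-fermentable YPEG for 48 hours at 37C.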
# TSHR antagonist: blocks TSH signaling through the human TSH receptor | P16473 | TSHR-expressing cells, TSH-stimulated cAMP HTRF, 2 h; hits give low values | activity change, negative = inhibition, % at 11.5 µM | 330,000 compounds, 0.2% hits | AID 504810;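 active = activity change below a set negative limit, meaning inhibition stronger than a set level, cut at about -70% in these data; inconclusive = activity change between two set negative limits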; also: % is scaled to controls: 0 for no effect and ±100 for the full control effect
#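 Antagonism was scored as loss of TSH-driven cAMP in TSHR cells, stimulated with 4nM TSH (EC80) for 2 hours at 37 deg C and detected by homogeneous HTRF competition immunoassay.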
# * hit, by the source's call; i = inactive; ? = inconclusive; nt = no result given; [ ] = dose if it differs, or a comment. Unless noted, calls follow the shape of the dose curve; as a rule, active = well fitted curve in the direction sought with a large enough effect; inconclusive = small, poorly fitted or top-dose-only effect, or another doubt; inactive = no such curve, though single readings can be large; an effect the other way counts as inactive or inconclusive. Only part of the results is shown (hit frequency here may not be typical).
compound	Integrin act MD	Menin-MLL TR inh	TCR act	PTAP TSG101 blk	MBNL1 CUG block	S-ASM inh	A-T KAP1 phos	CXXC DNA block	Mito fusion act	TSHR antagonist
CC(C)[C@H](NC(N)=O)C(=O)Nc1ccc(Oc2ccccc2)cc1	-6%	2%	0%	-3%	-12%	-3%	1%	3%	10%	-5
CCCC(C(=O)NCc1ccco1)N(C(=O)CNS(=O)(=O)c1ccc(Cl)cc1)C1CCCC1 (centres undefined)	-16%	14%	-2%	-11%	-1%	-4%	-1%	2%	1%	3
COc1ccccc1CNc1nc(C)c(C(=O)N(C)C)s1	26%	14%	-7%	1%	-2%	-2%	0%	42%[activator]	6%	-17
NC(=O)c1ccc(NC(=O)CNc2cc(S(=O)(=O)N3CCOCC3)ccc2N2CCCC2)cc1	9%	nt	2%	-8%	nt	0%	nt	nt	nt	nt
CC(Nc1nc(N2CCOCC2)nc2ccccc12)c1ccccc1 (centres undefined)	-33%	-1%	3%	-5%	-7%	162%[activator]	6%	8%	7%	0
CCCCN(C)S(=O)(=O)c1ccc(C(=O)Nc2nnc(CSC)o2)cc1	-38%	-23%	-2%	-4%	-3%	6%	2%	-4%	-9%	-1
Cc1ccc(C(=O)CSc2nccn2-c2ccccc2)cc1	-20%	14%	9%	-3%	-6%	-1%	3%	-2%	-8%	-10
O=C(NCc1ccco1)c1ccccc1Br	4%	18%	-8%	-5%	-2%	-1%	1%	3%	-4%	-4
Cc1ccc(C(C(=O)NCc2ccccc2)N(C(=O)c2ccccn2)c2ccccc2)o1 (centres undefined)	4%	nt	-21%	-8%	-5%	8%	-6%	2%	-1%	23
COc1ccc(Br)cc1C(=O)Nc1cc(C)cc(C)c1	?	-4%	6%	-3%	-9%	0%	7%	3%	2%	-12
N#C/C(=C\c1ccccc1)C(=O)Nc1nncs1	?	nt	-1%	-1%	?	3%	-2%	-17%	-1%	-1
O=C(CN1CCOCC1)Nc1ccc2c(c1)OCCO2	41%	nt	4%	-1%	nt	5%	0%	-9%	0%	-11
Cc1ccc(C)c(CN2CCC(CNC(=O)Nc3cccc(Cl)c3C)CC2)c1	-70%[inhibitor]	-12%	-3%	-5%	-1%	-1%	-7%	0%	-17%	-1
Cc1onc(-c2c(F)cccc2Cl)c1C(=O)N1CCCCC1	36%	nt	1%	-5%	-7%	-3%	-10%	49%[activator]	-3%	11
CCOc1cccc(/C=C/c2ccc3cccc(O)c3n2)c1OC	-57%[inhibitor]	?	2%	-3%	25%	5%	7.9µM*	?	2%	-5
Cc1cccc(C(=O)Nc2ncc(CN3CCOCC3)s2)c1	-5%	17%	-24%	-3%	-5%	3%	-8%	-4%	1%	15
CCCC(=O)Nc1ccc(N2CCN(C(=O)c3cc4ccccc4o3)CC2)cc1	14%	18%	7%	2%	0%	-18%	8%	2%	12%	5
CCOc1ccc(C(=O)OCC(=O)Nc2ccc(SC(F)F)cc2)cc1OCC	28%	8%	-2%[46.1 µM]	-1%	2%	-6%	1%	?	-1%	-3
COc1ccc(CN2CCn3nc(C(=O)NC(C)C)cc3C2=O)cc1	-93%[inhibitor]	-5%	-8%	-9%	3%	2%	-1%	9%	-1%	-2
CCOc1cc(S(=O)(=O)Nc2ccc(CC)cc2)ccc1Cl	19%[7.66 µM]	16%	-6%	-5%	-6%	-20%	-8%	8%	-13%	-6
CCC1CCCCN1CCCNC(=O)CCC(=O)N1CC(C)Oc2ccccc21 (centres undefined)	-4%	1%	10%	-1%	4%	6%	2%	nt	6%	12
CNC(=O)NC(=O)C(NC1CCCc2ccccc21)c1ccccc1 (centres undefined)	10%	-6%	-4%	1%	-12%	10%	5%	-4%	31%	23
COC(=O)C(NC(=O)C(C)Oc1ccccc1)C(C)C (centres undefined)	-20%	18%	1%	-7%	-5%	2%	0%	2%	-6%	-8
CCc1ccc(OCCNC(=O)OCc2ccccc2)cc1	-20%	-5%	-7%[46.1 µM]	0%	5%	-4%	3%	3%	14%	-12
CCN(CC)C(=O)c1[nH]cnc1C(=O)Nc1cccc(C)c1	?	nt	3%	1%	nt	7%	-4%	nt	0%	-13
COc1ccc(Cn2nnnc2CN(Cc2cc3cccc(C)c3[nH]c2=O)C2CCCC2)cc1	-10%	-1%	-7%	0%	-3%	-4%	-1%	-3%	2%	-6
O=C(NCc1ccc2c(c1)OCO2)c1nnc(Cc2ccc(F)cc2)o1	0%	-4%	3%	-5%	-13%	6%	9%	4%	-7%	0
COc1ccc(C(=O)N2CCN(c3ccc(C)c(C)c3)CC2)cc1OC	-12%	-1%[11.7 µM]	3%	-6%	1%	2%	-1%	13%	-1%	-3
O=S(=O)(Cc1ccc(Cl)cc1)N1CCN(Cc2ccc3c(c2)OCO3)CC1	3%	nt	-1%	-2%	-11%	0%	1%	1%	1%	4
Cc1c(Cc2ccccc2)c(=O)oc2cc(OCC(=O)NCC3CCC(C(=O)O)CC3)ccc12 (centres undefined)	12%	-4%	5%	-1%	-7%	3%	-17%	21%	-1%	-13
O=C(CN(Cc1cccs1)C(=O)CNC(=O)c1ccco1)NC1CCCCC1	-16%	-13%	9%	-12%	-3%	-1%	5%	-2%	-2%	2
Cc1nn(-c2ncc(C(F)(F)F)cc2Cl)c(=O)n1-c1ccccc1Cl	-4%	-5%	-4%	0%	-5%	2%	-3%	4%	-1%	11
COc1ccc(CCNC(C)=O)cc1	6%	1%	-1%	-2%	-2%	1%	nt	-6%	0%	3
O=C(Cn1nc(C(=O)O)c2ccccc2c1=O)Nc1ccc2c(c1)OCO2	-28%	nt	1%	2%	nt	-2%	2%	2%	-2%	-2
O=C(CN1CCN(S(=O)(=O)c2ccc(F)cc2)CC1)Nc1ccc2c(c1)OCO2	14%	-9%	0%	-2%	2%	3%	-2%	7%	0%	4
CCC1Sc2ccc(S(=O)(=O)CCC(=O)NCc3ccc(C)o3)cc2NC1=O (centres undefined)	2%	0%	5%	-4%	-2%	1%	3%	2%	-1%	2
COc1ccc(NC(=O)C2OC3OC(C)(C)OC3C3OC(C)(C)OC23)cc1 (centres undefined)	18%[7.66 µM]	-9%	nt	-5%	5%	3%	11%	-6%	-4%	-10
CC(=O)Nc1ccc(NC(=O)C2CCCN(c3ncccn3)C2)cc1 (centres undefined)	2%	1%	-7%[46.1 µM]	-3%	?	-2%	-8%	-6%	-4%	0
COc1ccc(/C=C/C(=O)Nc2nc(C)cc(C)n2)cc1OC	-21%	?	1%	-5%	?	29%	29%[11.5 µM]	1%	1%	-48
COC(=O)/C(C#N)=C/c1c(Oc2cc(C)cc(C)c2)nc2ccccn2c1=O	?	nt	0%	1%	7%	-2%	16%	4%	1%	-5
COc1cc2c(cc1OC)CN(C(=O)c1cc(S(=O)(=O)N3CCCCC3)ccc1Cl)CC2	-43%	nt	8%	-7%	2%	2%	6%	6%	3%	-3
COc1cccc(-c2nn(-c3ccccc3)cc2/C=C(/NC(=O)c2ccccc2)C(=O)O)c1	9%	nt	0%	-6%	3%	6%	-8%	-4%	5%	-4
N=c1n(CCCOc2ccccc2Cl)c2ccccc2n1CC(N)=O	-78%[inhibitor]	nt	0%	-6%	-7%	4%	-7%	-10%	0%	0
O=C(/C=C/c1ccccc1)Oc1cccc2cccnc12	-60%[inhibitor]	nt	2%	-4%	nt	-1%	3%	0%	0%	1
COc1cccc(NC(=O)C(c2ccccc2)N2CCN(c3ccccn3)CC2)c1 (centres undefined)	0%	3%	-2%	-2%	-12%	1%	0%	1%	-14%	1
COCCCNc1oc(/C=C/c2ccccc2)nc1C#N	-15%	?	-7%	-7%	?	i[11.5 µM]	16µM*	-5%	15%	1
COc1cccc(N2CCN(C3CC(=O)N(c4ccc(Cl)c(Cl)c4)C3=O)CC2)c1 (centres undefined)	-17%	55%[activator]	1%	-1%	-1%	-8%	2%	2%	-7%	4
CC(C)n1c(O)c(/C=C2\C=Nc3ccccc32)sc1=Nc1ccccc1	10%	?	5%	0%	-8%	-19%	10%	-2%	-2%	-11
COC(=O)CSc1nnc(-c2ccc(S(=O)(=O)N3CCCC3)cc2)n1C	-1%	nt	1%	-3%	-1%	0%	1%	1%	-4%	2

# Compound activity (PubChem BioAssay)
